# Source: PubChem BioAssay (National Center for Advancing Translational Sciences (NCATS))
# IkB sig inh = IkB pathway inhibition in ABC-DLBCL cells; ABC-DLBCL IkBa-CBG/CBR dual luciferase ratio, 4 h; response scale: scaled: untreated 0%, proteasome inhibitor 100%; Potency, µM (doses to about 57.1 µM), for the others: top-dose IkBa stabilization activation; 110,000 compounds, 0.04% hits; AID 445; active = well fitted curve in the direction sought with a large enough effect in the signal ratio, not every such curve was filed as active; inconclusive = small, poorly fitted or top-dose-only effect, or a change in a side signal; the % refers to the signal ratio;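 note: the direction sought is a rising ratio; 0% = basal untreated cells and 100% = reference inhibitor full response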
#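 In this assay, an IκBα–CBG68 fusion accumulates when IKK-driven degradation is blocked; native CBR normalizes for cell number. OCI-Ly3 cells were treated 4 h with compound and doxycycline, then green and red light read after Chroma-Glo addition.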
# p53ts 39C kill = p53ts cell cytotoxicity, nonpermissive temperature; H1299-p53A138V viability at 39C, ATP luminescence, 24 h; Potency, µM (series often up to 46.1 µM), without a hit: top-dose activity change, negative = cell killing, most hits filed as cytotoxic; 130,000 compounds, 1.5% hits; note: nearly all actives have a fitted effect of over 55% in size
# p53ts 32C tox = p53ts cell cytotoxicity, permissive temperature; H1299-p53A138V at 32C, ATP luminescence viability, 24 h; 130,000 compounds, 0.93% hits; Potency, µM (top dose mostly 46.1 µM), inactives show at the highest dose activity change, negative = cytotoxicity, hits mostly cytotoxic;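 note: 0% = DMSO and -100% = full killing by reference compound; nearly all actives have a fitted effect of over 55% in size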
#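 ATP-content luminescence (ATPlite) read-out after 24 h compound exposure at 32C in H1299-p53A138V cells (600/well). Tested up to 46 uM. Normalized to DMSO (0%) and 100 uM tamoxifen (100% killing); Hill-fit AC50.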
# Imprint erasure = inducers of genomic imprint erasure in mouse ES cells; AID 1948; mouse ES Peg3-LacZ reporter, beta-gal luminescence, 40 h; 110,000 compounds, 0.02% hits; Potency, µM (doses to about 60.7 µM), without a hit: top-dose activity change, positive = activation, usual class: activators;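 note: 0% = negative control wells on the plate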
#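 Gelatin-coated wells received 300 freshly trypsinized female ES cells with a Peg3LacZ-Neo reporter on the maternal allele, then incubated 40 hours at 37C. BetaGlo was added for 5 minutes at room temperature before a single luminescence read.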
# Numbers without * were called inactive; ? = inconclusive; . = no result given; & = joins results of further samples; [ ] = remark or other dose. Unless noted, calls come from the whole dose curve; as a rule, active = well fitted curve in the direction sought with a large enough effect; inconclusive = small, poorly fitted or top-dose-only effect, or another doubt; inactive = no such curve, though single readings can be large; an effect the other way counts as inactive or inconclusive. Unless noted, % is set by controls: 0 for no effect and ±100 for the full control effect; potency is the fitted concentration of half-maximal effect.
1: CC(C)Cn1c2c(c(O)c(C(=O)Nc3nccs3)c1=O)CCCC2
2: O=C(Cc1ccccc1)Nc1c(C(=O)N2CCCCCC2)cnn1-c1ccccc1
3: C/C(CCN1CCCCc2nc(C)c(C)cc21)=N\O[C@@H](C)c1cn([C@H](CO)Cc2ccccc2)nn1
4: O=S(=O)(NC1CC1)c1ccc(S(=O)(=O)N2CCN3CCCC3C2)cc1 (stereo not drawn)
5: COc1cccc(-c2cc(C(=O)N3CCN(c4ccccc4OC)CC3)no2)c1
6: CCCc1cc(=O)n2[nH]c(-c3cc(OC)c(OC)c(OC)c3)nc2n1
Compound	1	2	3	4	5	6
Imprint erasure	0%	.	.	0%	-9%[10.9 µM]	-12%
p53ts 39C kill	-2%	11%	-5%&2%[9.22 µM]	16%	-7%	-5%
IkB sig inh	2.2%	.	.	1.7%	?	1.2%
p53ts 32C tox	12%	9%	0%&0%[9.22 µM]	8%	9%	6%

# Fetched by compound from above (three):
4: O=S(=O)(NC1CC1)c1ccc(S(=O)(=O)N2CCN3CCCC3C2)cc1 (stereo not drawn)
5: COc1cccc(-c2cc(C(=O)N3CCN(c4ccccc4OC)CC3)no2)c1
2: O=C(Cc1ccccc1)Nc1c(C(=O)N2CCCCCC2)cnn1-c1ccccc1
Compound	4	5	2
Imprint erasure	0%	-9%[10.9 µM]	.
p53ts 39C kill	16%	-7%	11%
IkB sig inh	1.7%	?	.
p53ts 32C tox	8%	9%	9%

# Record cards, from the list above. Order of screens: Imprint erasure | p53ts 39C kill | IkB sig inh | p53ts 32C tox
# Profile of CC(C)Cn1c2c(c(O)c(C(=O)Nc3nccs3)c1=O)CCCC2 : 0% | -2% | 2.2% | 12%
# Profile of CCCc1cc(=O)n2[nH]c(-c3cc(OC)c(OC)c(OC)c3)nc2n1 : -12% | -5% | 1.2% | 6%
# Profile of C/C(CCN1CCCCc2nc(C)c(C)cc21)=N\O[C@@H](C)c1cn([C@H](CO)Cc2ccccc2)nn1 : . | -5%&2%[9.22 µM] | . | 0%&0%[9.22 µM]

# More compounds
7: Cc1cc2nc(C3CCN(C(=S)NCC(C)C)CC3)[nH]c2cc1C
8: CCOc1ccc(CNC(=O)CCc2c(C)nn(-c3ccc(N4CCOCC4)nn3)c2C)cc1
9: O=C(CSc1nncn2c1cc1sccc12)Nc1ccccc1C(F)(F)F
10: O=C(O)CC(C(=O)NC1CCCCC1)C1CCCO1 (stereo not drawn)
11: CCCCn1c(C(C)NC(=O)COC)nc2ccccc21 (stereo not drawn)
12: CN1C(=O)C(O)(CC(=O)c2cccnc2)c2ccccc21 (stereo not drawn)
Compound	7	8	9	10	11	12
Imprint erasure	.	-8%[10.9 µM]	5%[10.9 µM]	8%	-14%	-22%
p53ts 39C kill	-12%	-19%	?	17%	-2%	24%
IkB sig inh	.	-2.4%	7.2%	-0.4%	0.8%	0.6%
p53ts 32C tox	-23%	1%	3%	0%	-2%	-2%

13: COc1cc2[nH]c(=O)n(CCCC(=O)NCCc3ccccc3)c(=O)c2cc1OC
14: COc1ccccc1CNC(=O)c1ccc(N2Cc3cccc(OC)c3Oc3ncccc32)s1
15: COC(=O)c1c(NC(=O)COC(=O)Cn2cnc3ccccc32)sc(C)c1C
16: CCCCC#CC1C=CC(Oc2ccc(OC)cc2)C(CO)O1 (stereo not drawn)
17: COc1ccc2nc3c(cc2c1)c(NC(=O)C1CCCO1)nn3CC(C)C (stereo not drawn)
18: O=C(c1csnn1)N1CCC2(CCN(Cc3cc(C(F)(F)F)cc(C(F)(F)F)c3)CC2)CC1
Compound	13	14	15	16	17	18
Imprint erasure	-11%	-5%[10.9 µM]	-7%	.	-21%	.
p53ts 39C kill	-2%	-1%	-4%	-4%[9.22 µM]	8%	1%
IkB sig inh	-1.0%	3.6%	-0.3%	.	-3.1%	1.3%[11.4 µM]
p53ts 32C tox	0%	-2%	14%	2%[9.22 µM]	5%	-2%

19: COC(=O)c1ccc(Nc2nc(-c3ccccc3Cl)nc3ccccc23)cc1
20: COc1cc2c(cc1OC)CN(Cc1ccc(OC)c(C)c1OC)CC2
21: CCOC(=O)c1cccc(NC(=O)c2oc3c(c2C)-c2[nH]ncc2CC3)c1
22: Cc1ccc(C(=O)Cn2nnc(-c3ccccc3-n3cnnn3)n2)cc1
23: CC1=C(C(=O)OCC2CCCO2)C(c2ccccc2OC(C)C)C2=C(CC(c3ccco3)CC2=O)N1 (stereo not drawn)
24: Cc1onc(-c2ccccc2Cl)c1C(=O)Nc1cnn(Cc2ccccc2)c1
Compound	19	20	21	22	23	24
Imprint erasure	-11%[10.9 µM]	.	-10%[10.9 µM]	4%	?	-11%
p53ts 39C kill	?	-8%	-18%	8%	39%[activator]	-7%
IkB sig inh	?	.	?	-2.9%	?	-0.4%
p53ts 32C tox	-18%	-5%	-19%	1%	20%	-7%

25: O=C(NC1CC2CCCC(C1)N2C(=O)NCc1ccccc1)C1CC1 (stereo not drawn)
26: O=C(COc1ccccc1)Nc1nnc(S(=O)(=O)N2CCCC2)s1
27: Cc1ccc(S(=O)(=O)N2CCN(CCO)CC2)cc1-c1nnc2c3ccccc3c(C)nn12
28: COc1cccc(C(=O)Nc2nc3nc(C)c(C)c(=O)n3[nH]2)c1
29: COc1cccc(NC(=O)N2CCN3CCCCC3C2)c1 (stereo not drawn)
30: O=C(CCCn1ccc2cc(S(=O)(=O)N3CCCC3)ccc21)NCc1ccc(Cl)cc1
Compound	25	26	27	28	29	30
Imprint erasure	-3%	-10%[10.9 µM]	-3%	?	-14%[10.9 µM]	-13%[10.9 µM]
p53ts 39C kill	-2%	-8%	-3%	-6%	1%	-11%
IkB sig inh	0.0%	?	-1.4%	11%	0.9%	?
p53ts 32C tox	4%	0%	8%	10%	11%	0%

31: C=CCn1c(SCC(=O)Nc2nc(C)cs2)nnc1C(NC(=O)c1ccccc1)C(C)C (stereo not drawn)
32: NS(=O)(=O)c1ccc(NC(=O)CSc2ccccn2)cc1
33: Cc1ccc(-c2nn(CC(=O)NC3CCCC3)c3c2cnc2ccc(F)cc23)cc1C
34: NC(=O)CN1CCOCCN(CC(N)=O)CCOCC1
35: Cc1ccc(C)c(N2CCN(S(=O)(=O)c3c(C(=O)N4CCC(C)CC4)c(C)n(C)c3C)CC2)c1
36: COc1ccc2c(c1)CCc1c(C(=O)Nc3cc(C)ccc3O)noc1-2
Compound	31	32	33	34	35	36
Imprint erasure	.	-9%	-10%[10.9 µM]	-4%	7%[10.9 µM]	-40%[inhibitor][10.9 µM]
p53ts 39C kill	20%	-7%	-25%	3%	32%[activator]	-26%
IkB sig inh	.	0.1%	-3.1%	1.6%	?	-2.0%
p53ts 32C tox	12%	-3%	-3%	-1%	2%	-27%

37: Cc1[nH]c2ccc(-c3n[nH]c(=S)n3C)cc2c1C
38: COc1ccc2oc(=O)cc(CN3CCN(c4ccccc4OC)CC3)c2c1
39: COc1ccc2c(CC(=O)OCC(=O)c3ccc(F)cc3)coc2c1
40: O=C(Nc1ccc(-c2nc3ccccc3o2)c(O)c1)c1cc(Cl)ccc1Cl
41: CCOC(=O)c1cnc(SCC(=O)c2ccc3c(c2)OCCO3)nc1N
42: Cc1cc2oc3c(c(=O)c2cc1C)C(c1ccc(C(C)C)cc1)N(CCCN1CCOCC1)C3=O (stereo not drawn)
Compound	37	38	39	40	41	42
Imprint erasure	-4%	-13%[10.9 µM]	-2%	-16%[10.9 µM]	.	?
p53ts 39C kill	16%	0%	10%	-28%	-11%	10%
IkB sig inh	0.2%	1.5%	0.7%	?	?	2.4%
p53ts 32C tox	4%	4%	0%	-10%	-14%	1%

43: CCOc1ccc(C2C(=O)N(C3CCCCC3)CC(=O)N2CC2CCCO2)cc1OC (stereo not drawn)
44: Cc1ccc(C(C)n2cc(C(=O)NCCN3CCN(C)CC3)nn2)cc1 (stereo not drawn)
45: COC(=O)NC(/C(C(=O)OC)=C(\C)NCc1ccccc1)c1ccc(Cl)cc1 (stereo not drawn)
46: COc1ccc(NC(=S)NC(NC(C)=O)C(Cl)(Cl)Cl)c([N+](=O)[O-])c1 (stereo not drawn)
47: CCc1cccc(NC(=O)CN(c2ccc(C)cc2)S(=O)(=O)c2cccs2)c1
48: CC(C)Oc1ccc(C(=O)N2CCC(c3nc4ccccc4o3)CC2)cc1
Compound	43	44	45	46	47	48
Imprint erasure	-10%	3%	.	.	-8%[10.9 µM]	-3%[10.9 µM]
p53ts 39C kill	-3%	-1%	21%[9.22 µM]	-19%	4%	6%
IkB sig inh	-0.3%	-0.1%	.	.	?	?
p53ts 32C tox	7%	-6%	2%[9.22 µM]	?	6%	-6%

49: COC(=O)c1c(-c2ccc(C)cc2)csc1N
50: CSCCC(N)C(=O)NC(CC(C)C)C(=O)NC(Cc1ccccc1)C(=O)O (stereo not drawn)
51: CC(C)(C)CC(C)(C)c1cc(O)c(O)c(CN2CCCCC2)c1
52: CCOc1ccc(CN2C(=O)c3ccccc3Sc3ccc(C(=O)O)cc32)cc1
53: CCCNC(=O)CS(=O)Cc1nc(-c2cccc(OC)c2)oc1C (stereo not drawn)
54: C=CCSc1nc2c(c(=O)[nH]c(=O)n2C)n1CC
Compound	49	50	51	52	53	54
Imprint erasure	-11%	25%	-13%[10.9 µM]	22%[10.9 µM]	-7%	-3%
p53ts 39C kill	-13%	2%	7%[9.22 µM]	-24%	7%	-4%
IkB sig inh	0.3%	.	-0.1%[11.4 µM]	2.6%	0.4%	-1.2%
p53ts 32C tox	2%	-2%	-1%[9.22 µM]	12%	0%	4%

55: Cc1c(NC(=O)c2ccc3c(c2)OCO3)cccc1-c1nc2ccccc2o1
56: COCCNc1ccnc(-c2ccccc2C(F)(F)F)n1
57: Cc1ccc(C2c3c(-c4cc(C)ccc4O)n[nH]c3C(=O)N2Cc2ccco2)cc1 (stereo not drawn)
58: CC1CCc2cc(F)ccc2N1C(=O)c1ccc2c(c1)OCO2 (stereo not drawn)
59: Cc1nc(NS(=O)(=O)c2cccs2)c2c3c(sc2n1)CCC3
60: CCCc1nn2c(=O)cc(COC(=O)c3ccc4c(c3)OCO4)nc2s1
Compound	55	56	57	58	59	60
Imprint erasure	.	-12%	-6%[10.9 µM]	18%	4%	-10%[10.9 µM]
p53ts 39C kill	-22%	6%	25µM*	4%	3%	3%
IkB sig inh	?	-1.1%[11.4 µM]	?	0.8%	0.7%	?
p53ts 32C tox	-11%	11%	?	9%	5%	-3%

61: COc1ccc(OC)c(NC(=O)C2CC(C)=C(C)CC2C(=O)O)c1 (stereo not drawn)
62: CCc1ccc(NC(=O)NCCc2c(C)nn(C)c2C)cc1
63: Nc1nnc(SCc2ccccc2Cl)s1
64: Cc1ccc(CSc2nnnn2C)cc1
65: CCC(C)(C)NC(=O)C(c1ccco1)N(C(=O)Cn1nnc2ccccc21)c1ccc2c(c1)OCO2 (stereo not drawn)
Compound	61	62	63	64	65
Imprint erasure	-8%	-12%[10.9 µM]	-5%	-34%[inhibitor]	-8%
p53ts 39C kill	0%	15%	-5%	0%	4%
IkB sig inh	1.6%	0.0%	1.0%	0.3%	-0.4%
p53ts 32C tox	-8%	2%	2%	1%	3%
